# MrgX1 allo act = allosterically activates human MrgX1 receptor signaling; Q96LB2; MrgX1-HEK293, Fluo-4 calcium flux, FDSS; stronger effect = higher value; B-score at 10 µM; 310,000 compounds, 0.63% hits;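 active means plate-corrected calcium response at least 3 library SD above typical, normal starting fluorescence, not activating the receptor alone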;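 further: compound read alongside a low EC10 to EC30 dose of BAM8-22 agonist; peak minus trough fluorescence over baseline measured at the second addition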
# MrgX1 antagonist = blocks BAM8-22 activation of human MrgX1 receptor; Q96LB2; MRGX1-HEK293 calcium flux, Fluo-4, BAM8-22 antagonism; stronger effect = lower value; B-score at 10 µM; 310,000 compounds, 1.3% hits; AID 588676;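 active means calcium-response B-score plate-corrected more than 3 library SD below zero, starting fluorescence within 5 deviations, no agonist response on first addition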;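 further: peak minus trough fluorescence over baseline after final BAM8-22 challenge near maximal dose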
# TRPC4 act = activators of mouse TRPC4 channel; B-score at 10 µM; 310,000 compounds, 0.49% hits; AID 2237; HEK293 TRPC4beta/mu-opioid, Fluo4 calcium fluorescence; stronger effect = higher value; Q9QUQ5;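 active means B-score above 5 SD of library B-scores, and initial fluorescence ratio not above library mean plus 5 SD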;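 further: positive B-score marks a calcium rise read as TRPC4 activation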
# Target sequence (Q9QUQ5 whole entry, looked up): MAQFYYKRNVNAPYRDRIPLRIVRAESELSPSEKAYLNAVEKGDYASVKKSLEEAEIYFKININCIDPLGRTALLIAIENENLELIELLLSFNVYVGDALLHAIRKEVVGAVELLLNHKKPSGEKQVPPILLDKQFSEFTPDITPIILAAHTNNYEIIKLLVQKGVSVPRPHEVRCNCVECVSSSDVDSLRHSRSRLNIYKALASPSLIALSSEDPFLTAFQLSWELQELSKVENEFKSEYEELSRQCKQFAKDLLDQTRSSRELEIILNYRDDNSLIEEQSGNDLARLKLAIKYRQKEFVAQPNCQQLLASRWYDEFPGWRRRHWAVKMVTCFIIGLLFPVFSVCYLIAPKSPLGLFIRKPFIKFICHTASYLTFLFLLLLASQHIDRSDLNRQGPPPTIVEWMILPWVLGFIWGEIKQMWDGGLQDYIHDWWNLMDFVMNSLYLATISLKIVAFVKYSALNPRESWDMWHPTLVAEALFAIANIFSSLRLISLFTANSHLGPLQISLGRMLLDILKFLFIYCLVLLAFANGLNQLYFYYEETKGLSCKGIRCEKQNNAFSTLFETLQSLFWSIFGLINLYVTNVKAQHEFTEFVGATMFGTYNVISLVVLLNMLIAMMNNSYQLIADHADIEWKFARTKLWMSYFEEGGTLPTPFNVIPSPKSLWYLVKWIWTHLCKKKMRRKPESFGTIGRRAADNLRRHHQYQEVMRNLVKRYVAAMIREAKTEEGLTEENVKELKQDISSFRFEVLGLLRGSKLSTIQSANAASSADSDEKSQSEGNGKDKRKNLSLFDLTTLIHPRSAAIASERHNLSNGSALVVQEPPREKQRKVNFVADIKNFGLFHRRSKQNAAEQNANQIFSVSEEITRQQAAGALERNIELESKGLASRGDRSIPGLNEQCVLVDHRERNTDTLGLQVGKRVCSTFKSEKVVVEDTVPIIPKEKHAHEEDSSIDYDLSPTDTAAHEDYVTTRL
#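 System: HEK293 cells stably co-expressing mouse TRPC4beta and mu-opioid receptor; Schedule: Fluo4 dye loading 45 min at room temperature, 110 s recording; Detection: Fluo4 fluorescence, kinetic; Evaluation: B-scored integrated calcium fluorescence ratio; Controls: buffer (low) and maximal DAMGO (high).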
# TRPC6 activator = activates the mouse TRPC6 cation channel; B-score at 10 µM; 310,000 compounds, 0.13% hits; Q61143; AID 2550; HEK293-TRPC6 membrane potential dye fluorescence; stronger effect = higher value;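 active means B-score of the integrated fluorescence ratio above library mean plus 3 SD, and starting fluorescence ratio within library mean plus 5 SD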;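 further: higher score means more depolarization so channel activation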
# MrgX1 ag = activates human MrgX1 receptor signaling. MrgX1-HEK293 cells, Fluo-4 calcium fluorescence, agonist mode; stronger effect = higher value. 310,000 compounds, 0.44% hits. B-score at 10 µM;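 active means calcium response B-score plate-corrected fluorescence ratio at least 3 library SD, with starting fluorescence B-score inside 5 SD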
#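 Material: MrgX1-expressing HEK293 cells; input: 15,000 cells per well; doses: test compound given as first of three sequential additions; schedule: overnight plating before 1 h dye loading; technique: Fluo-4 NW calcium-flux fluorescence, kinetic read; evaluation: baseline-normalised fluorescence change ratio, B-scored; control set: plate-wise positive and negative controls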
# TRPC4 block = TRPC4 (mouse) channel inhibition. Q9QUQ5. AID 2247. 300,000 compounds, 0.39% hits. B-score at 10 µM. HEK293 TRPC4beta/mu-opioid, DAMGO-evoked Fluo4 calcium flux; stronger effect = lower value;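 active means B-score over 3 SD under the library average, no early fluorescence shift, positive overall ratio signal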
#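 Material: HEK293 cells with stable TRPC4beta plus mu-opioid receptor expression; probe or stimulus: DAMGO in two steps, submaximal then maximal; technique: Fluo4 calcium fluorescence by kinetic imaging, 5 s 1 Hz baseline; measure: integrated fluorescence ratio relative to baseline, converted to per-well B score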
# HIF activator = HIF pathway transcriptional activation | U2OS HRE-luciferase reporter, luminescence; normalized: DMSO 0%, desferrioxamine 100% | activation, % at 7.5 µM (by protocol) | 300,000 compounds, 0.32% hits;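 active means mean activation of at least 10% of the iron chelator positive control signal, with at least half of replicates also reaching 10%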
# TRPC6 inh = blocks the mouse TRPC6 cation channel | Q61143 | B-score at 10 µM | 310,000 compounds, 1.1% hits | HEK293-TRPC6, membrane potential dye, ACh-evoked depolarization; stronger effect = lower value;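 active means B-score under library mean minus 3 SD, initial fluorescence not abnormally high, positive integrated signal ratio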;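 further: B-score derived from integrated fluorescence ratio over the kinetic read; more negative B-score means stronger inhibition of depolarization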
# AI-2 QS modul = Vibrio harveyi AI-2 quorum sensing modulation; Vibrio harveyi JMH597 AI-2 luminescence/OD600 ratio, 9 h; stronger effect = lower value; strain lacks LuxN and CqsS sensors; 0 = neutral-control median; activity change, % at 7.5 µM; 300,000 compounds, 0.4% hits; in the data active means activity change below about -75%, passing the limit was not always enough;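 further: luminescence divided by OD600 gain over 9 h not by final OD600 alone; inactives centre near 13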
# TRPC4 potent = allosterically enhances the mouse TRPC4 cation channel. AID 2227. HEK293 TRPC4beta/mu-opioid, DAMGO EC20, Fluo-4 Ca2+ flux; stronger effect = higher value. B-score at 10 µM. Q9QUQ5. 310,000 compounds, 0.42% hits;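 active means B-score of calcium response area above 5 SD of library B-scores, with initial fluorescence ratio within 5 SD of library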;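 further: B-score of integrated fluorescence ratio over time as area under calcium response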
# PolyA inhibitor = blocks polyadenylation in yeast reporter cells; S. cerevisiae SKY197-pL101 polyadenylation reporter, beta-gal luminescence; efflux-impaired pdr1/pdr3 knockout yeast; score 100 = 6 SD above DMSO; calls only at 12 µM; 300,000 compounds, 0.02% hits; AID 1875;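 active means lowest replicate activity score at least 50, where 100 means six control SD above control mean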;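 further: yeast exposed to compound for 9 h at 30 °C; higher score means more reporter readthrough which indicates perturbed polyadenylation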
# * = called active by the depositor; i = inactive; · = no result given. Not all compounds are listed; rates above refer to the full screens.
smiles | MrgX1 antagonist | TRPC6 activator | TRPC4 block | TRPC4 act | TRPC4 potent | MrgX1 allo act | PolyA inhibitor | AI-2 QS modul | HIF activator | TRPC6 inh | MrgX1 ag
CN(C)c1ccc(N=Cc2nc(-c3ccccc3)oc2OC(=O)c2ccccc2)cc1 | i | i | i | i | i | i | i | 13 | 1.5 | i | i
c1cncc(-c2noc(CC3CCCCC3)n2)c1 | i | i | i | i | i | i | i | 14 | 2.9 | i | i
COCc1cc(C)nc(OCC(=O)N/N=C/c2ccc(OC)c(OC)c2)c1C#N | i | i | i | i | i | i | i | 16 | 0.1 | i | i
COc1ccccc1N1C(=O)c2ccccc2NC1c1ccncc1 (stereo not drawn) | i | i | i | i | i | i | i | 6 | -0.1 | i | i
CCC(C(=O)NCCCN1CC(C)CC(C)C1)n1ncn2c(cc3occc32)c1=O (stereo not drawn) | i | i | i | i | i | i | i | 2 | 0.2 | i | i
O=C(Nc1nc2cc3c(cc2s1)OCCO3)c1cccc(N2C(=O)CCC2=O)c1 | i | i | i | i | i | i | i | 13 | 1.1 | i | i
COC(=O)CC1C(=O)NCCN1C(=O)CSc1nc2ccc([N+](=O)[O-])cc2s1 (stereo not drawn) | i | i | i | i | i | i | i | 19 | -0.7 | i | i
CC1(C)[C@@H](O)CC[C@]2(C)C3C(O)C=C4[C@H]5C[C@@](C)(CO)CC[C@]5(C)CC[C@]4(C)[C@]3(C)CC[C@@H]12 (stereo partly drawn) | i | i | i | i | i | i | i | 36 | 0.1 | i | i
CCc1cc2c(-c3ccccc3)cc(=O)oc2cc1OC(C)C(C)=O (stereo not drawn) | i | i | i | i | i | i | i | 12 | -0.1 | i | i
O=C(Oc1ccc2ccccc2c1)c1ccccc1 | i | i | i | i | i | i | i | 21 | 0.2 | i | i
CCC(=O)Nc1nc(C)c(-c2csc(Nc3cccc(C(=O)O)c3)n2)s1 | i | i | i | i | i | i | i | 11 | -2.0 | i | i
CCn1c(=O)c2c(nc(SCC(=O)N3CCC(C)CC3)n2C)n(C)c1=O | i | i | i | i | i | i | i | 16 | -0.7 | i | i
COCCNCCCCOc1ccccc1-c1ccccc1 | -5.2* | i | i | i | i | i | i | 29 | -0.1 | i | i
Cn1c(N)c(C(=O)COC(=O)Cc2ccsc2)c(=O)n(C)c1=O | i | i | i | i | i | i | i | 11 | 1.0 | i | i
CCOc1ccc(CNC(=O)c2ccc3nc(N4CCOCC4)sc3c2)cc1 | i | i | i | i | i | i | i | 7 | -0.1 | i | i
COc1ccccc1CNC1CCCc2ccccc21 (stereo not drawn) | i | i | i | i | i | i | i | 9 | -0.5 | -7.4* | i
CCOC(=O)CSc1nnc(CNC(=O)c2ccc(S(=O)(=O)N3CCCC3)cc2)n1C | i | i | i | i | i | i | i | 14 | -0.2 | i | i
COCCCNC(=O)Cc1ccccc1OC | i | i | i | i | i | i | i | 6 | 0.0 | i | i
CCOC(=O)N1CCN(C(=O)c2cc(COc3c(F)cccc3F)on2)CC1 | i | i | i | i | i | i | i | 4 | 2.8 | i | i
COc1cc(CN(C(=S)NCC(=O)N2CCCC2)C2CCCC2)cc(OC)c1OC | i | i | i | i | i | i | i | 12 | 0.2 | i | i
CC(=O)C(N=Nc1ccccc1)(Sc1nnc(-c2ccccc2)n1-c1ccccc1)C(=O)Nc1ccccc1 (stereo not drawn) | i | i | i | i | i | i | i | 14 | -0.2 | i | i
CCOC(=O)c1[nH]c2cc(OC)c(OC)cc2c1NC(=O)c1nonc1C | i | i | i | i | i | i | i | 0 | -0.9 | i | i
COc1ccc(C(=O)N2CCC(C(=O)Nc3ccccc3OC)CC2)cc1 | i | i | i | i | i | i | i | 8 | -0.3 | i | i
COc1cc(CNCc2cccs2)cc(Br)c1OC | i | i | i | i | i | i | i | 0 | 0.4 | i | i
CCOC(=O)C1(Cc2ccc(OC)cc2)CCN(C(=O)CCn2ccc(C)n2)CC1 | i | i | i | i | i | i | i | 16 | -0.3 | i | i
Cn1nc(C(=O)OCc2ccccc2F)c2ccccc2c1=O | i | i | i | i | i | i | i | 14 | 0.1 | i | i
NC(=O)COC(=O)c1ccc2c(c1)S(=O)(=O)N=C1CCCCCN12 | i | i | i | i | i | i | i | 10 | 0.1 | i | i
O=C(COc1ccc(Cl)cc1)NCc1n[nH]c(=O)c2ccccc12 | i | i | i | i | i | i | i | 30 | -0.2 | i | i
CCc1ccc(/C=N/NC(=O)c2nnn(-c3nonc3N)c2CN2CCc3ccccc32)cc1 | i | i | i | i | i | i | i | 19 | 0.1 | i | i
CC1CCCC(C)N1CCCNC(=O)Cn1ncc2c([nH]c3ccccc32)c1=O (stereo not drawn) | i | i | i | i | i | i | i | 10 | 0.0 | i | i
CCCCCCCCc1nnc(NC(=O)c2ccco2)s1 | i | i | i | i | i | i | i | 28 | -0.1 | i | i
COc1ccc(CCNC(=O)CSc2nnc(-c3cccc(C)c3)o2)cc1OC | i | i | i | i | i | i | i | 23 | 0.0 | i | i
Cc1ccc(Nc2ccc([N+](=O)[O-])nc2[N+](=O)[O-])cc1 | i | i | i | i | i | i | i | 16 | 0.1 | i | i
COc1cc(C(=O)Nc2ccc(N(C)C)cc2)cc(OC)c1OC | i | i | i | i | i | i | i | 13 | 3.5 | -6.4* | i
COC(=O)c1ccc(NC(=O)CSc2nnc(-c3cccnc3)o2)cc1 | i | i | i | i | i | i | i | 1 | -15 | i | i
CCc1ccc(NC(=O)C(=O)NCCN2CCN(S(C)(=O)=O)CC2)cc1 | i | i | i | i | i | i | i | 10 | 0.6 | i | i
CCOP(=O)(OCC)C(NC(=O)c1ccc(OC)cc1)c1ccccc1 (stereo not drawn) | i | i | i | i | i | i | i | 5 | -0.6 | i | i
C=CCn1c(SCC(=O)c2ccc(Br)cc2)nnc1C(CC(C)C)NC(=O)c1cccs1 (stereo not drawn) | -6.1* | i | i | i | i | i | i | 13 | -0.2 | i | i
O=c1cc(CSc2nnnn2-c2ccc(O)cc2)nc2sccn12 | i | i | i | i | i | i | i | 24 | -0.5 | i | i
COCCn1c(-c2ccc(Cl)cc2)cnc1SCC(=O)NCCc1ccc(OC)c(OC)c1 | i | i | i | i | i | i | i | 24 | 0.0 | i | i
COc1ccc(C(=O)CSc2nnc3ccccn23)cc1OC | i | i | · | i | i | i | i | 20 | -1.0 | i | i
Cc1nn(CC#N)c(=O)n1-c1ccccc1F | i | i | i | i | i | i | i | 24 | -0.2 | i | i
C=CCNC(=O)c1onc(CSc2cccc(OCC)c2)c1C(=O)O | i | i | i | i | i | i | i | 15 | 0.7 | i | i
CCc1ccc(OCC(=O)Nc2ccc(CN3CCCCC3)cc2)cc1 | i | i | i | i | i | i | i | 10 | 0.4 | i | i
COc1cc(C(=O)Nc2nc(-c3cc(C)ccc3C)c(C)s2)ccc1OCC(=O)Nc1ccc(F)cc1 | i | i | i | i | i | i | i | 1 | -1.2 | i | i
CN1C(C)(C)CC(=NOC(=O)c2ccccc2)CC1(C)C | i | i | i | i | i | i | i | -1 | 0.2 | i | i
Cc1ccc2nc(-c3ccccc3)c(CN3CCN(c4ccccc4F)CC3)n2c1 | i | i | i | i | i | i | i | 19 | 0.6 | i | i
O=C(OCC(=O)N1CCCc2ccccc21)c1ccc(F)c(S(=O)(=O)N2CCOCC2)c1 | i | i | i | i | i | i | i | 26 | 0.4 | i | i
OC(COc1ccccc1)CN1CCCCCC1 (stereo not drawn) | i | i | i | i | i | i | i | 18 | -0.1 | i | i
COc1ccc(C2=NN(CCC(=O)NC3CCC(C)CC3)C(=O)CC2)cc1 (stereo not drawn) | i | i | i | i | i | i | i | 39 | -0.9 | i | i
COc1ccccc1N(C)S(=O)(=O)c1ccc(C(=O)NCC(C)C)cc1 | i | i | i | i | i | i | i | 14 | -0.8 | i | i
CC(=O)N1CCN(c2ccc(Oc3ccc([N+](=O)[O-])c(C(F)(F)F)c3)cc2)CC1 | i | i | i | i | i | i | i | 17 | 0.8 | i | i
CC(C)(C)OC(=O)C(Cc1ccc(OC(C)(C)C)cc1)NC(=O)CNC(=O)OCc1ccccc1 (stereo not drawn) | i | i | i | i | i | i | i | 10 | 0.2 | i | i
Cc1cc(N2CCN(S(=O)(=O)Cc3ccccc3)CC2)n2ncnc2n1 | i | i | i | i | i | i | i | 4 | -0.2 | i | i
CC(O)c1nc2ccccc2n1C1CCCCC1 (stereo not drawn) | i | i | i | i | i | i | i | 7 | -0.5 | i | i
O=C(CN(CC1CCCO1)C(=O)CNS(=O)(=O)c1ccccc1)NCc1ccc(F)cc1 (stereo not drawn) | i | i | i | i | i | i | i | 17 | -0.3 | i | i
CCc1ccc(C(=O)N2CCN(c3ccc(F)cc3)CC2)s1 | i | i | i | i | i | i | i | 36 | 0.5 | i | i
COc1ccc(OCCN2C(=O)NC3(CCc4ccccc4C3)C2=O)cc1 (stereo not drawn) | i | i | i | i | i | i | i | 10 | -0.3 | i | i
CCN(CC)C(=O)C1CCCN(Cc2ccccc2)C1 (stereo not drawn) | i | i | i | i | i | i | i | 17 | 0.0 | i | i

# Whole records from above. Order of screens: MrgX1 antagonist	TRPC6 activator	TRPC4 block	TRPC4 act	TRPC4 potent	MrgX1 allo act	PolyA inhibitor	AI-2 QS modul	HIF activator	TRPC6 inh	MrgX1 ag
# CC(C)(C)OC(=O)C(Cc1ccc(OC(C)(C)C)cc1)NC(=O)CNC(=O)OCc1ccccc1 (stereo not drawn) in the list: i	i	i	i	i	i	i	10	0.2	i	i
# COc1cc(C(=O)Nc2ccc(N(C)C)cc2)cc(OC)c1OC in the list: i	i	i	i	i	i	i	13	3.5	-6.4*	i
# COc1ccc(C(=O)CSc2nnc3ccccn23)cc1OC in the list: i	i	·	i	i	i	i	20	-1.0	i	i
# Cn1nc(C(=O)OCc2ccccc2F)c2ccccc2c1=O in the list: i	i	i	i	i	i	i	14	0.1	i	i

# Bioassay records from PubChem.
